# Screening results deposited in PubChem by National Center for Advancing Translational Sciences (NCATS).
# HepG2 viability = kills HepG2 cells in TGF-b inhibitor counter-screen; HepG2 CAGA-GFP viability, ATP luminescence, 18 h; Potency, µM (highest dose often 46.1 µM), inactives show top-dose activity change, negative = cytotoxicity, actives largely listed as cytotoxic; 410,000 tested, 0.76% active; AID 588856; also: potency is read from the fitted curve at half-maximal effect; some results filed as inactive show a strong effect at the top dose
#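 HepG2 CAGA-GFP cells (1000/well, DMEM with 1% FBS) received compound, then TGF-beta at 500 pg/mL final, and were incubated 18 hours at 37 degrees C. Viability was read by CellTiter-Glo luminescence. Media-only wells were set as complete cell-killing and DMSO as no toxicity.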
# A549 tox = A549 cytotoxicity, counter-screen for Nrf2 inhibitors. A549 ARE-Fluc cells, CellTiter-Fluor viability, 18-24 h. Potency, µM (titrated, usually from 46 µM), for the others: top-dose activity change, negative = cytotoxicity, usual class: inhibitors. 390,000 tested, 0.16% active. AID 504648; also: potency is read from the fitted curve at half-maximal effect; % is scaled to controls: 0 for no effect and ±100 for the full control effect
#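 A549 ARE_Fluc cells in 5% FBS OPTI-MEM were exposed to compounds in concentration-response for 18-24 h at 37 deg C. Viability was read by CellTiter-Fluor fluorescence (Ex 405/Em 525) after 30 min, before the luciferase read.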
# Nrf2 ARE act = Nrf2 pathway activation. AREc32 ARE-luciferase reporter (MCF7-derived line), luminescence, 24 h. Potency, µM (highest dose often 46.1 µM), for the others: at the top dose activation, hits mostly activators. 410,000 tested, 0.31% active; also: potency is read from the fitted curve at half-maximal effect; % of control where 0% means no effect; nearly all actives have a fitted effect of over 65% in size
#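 Cells of the AREc32 ARE-luciferase line are plated in OPTI-MEM containing 5% FBS and left overnight at 37 deg C. Compounds are pinned in, incubation continues 24 hr, and firefly luciferase signal is then measured.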
# CCT chaperon mod = cytosolic chaperonin activity modulation | purified chaperonin ATPase assay, HTRF ADP detection, 30 min | activity change, % (test concentration not listed), hits read low | 360,000 tested, 0.3% active | AID 651819; in the data active = activity change below about -30%; also: % is scaled to controls: 0 for no effect and ±100 for the full control effect
#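 We incubate TRiC, 40 or 20 nM final, with library compounds at 76 uM and 10 uM ATP for 30 min at 37 °C. ADP formed is detected with Transcreener HTRF reagents after 30 min at room temperature.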
# Abeta yeast res = compounds reversing amyloid beta toxicity in yeast; 410,000 tested, 0.063% active; yeast expressing A-beta42, growth rescue, OD600, 48 h; response scale: 0% DMSO, 100% iron-clioquinol control; AID 1347071; Potency, µM (top dose mostly 46.1 µM), inactives show top-dose growth rescue, actives largely listed as activators; also: potency is read from the fitted curve at half-maximal effect; nearly all actives have a fitted effect of over 55% in size
#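 Yeast A-beta toxicity model in growth medium with pinned compounds, 48 h at 30 C; growth read as absorbance at 600 nm. Normalized to FeCl3/clioquinol equimolar mix (positive) and DMSO (negative).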
# MmCpn inh = M. maripaludis TRiC chaperonin inhibition; purified Mm-Cpn ATPase, ADP Transcreener TR-FRET; Potency, µM (series often up to 76.9 µM), inactives show at the top dose activity, negative = inhibition, most hits filed as inhibitors; 330,000 tested, 0.031% active; AID 504842; also: potency is read from the fitted curve at half-maximal effect; % is scaled to controls: 0 for no effect and ±100 for the full control effect; nearly all actives have a fitted effect of over 80% in size
#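 ATPase read-out: TR-FRET ADP immunoassay (anti-ADP Eu cryptate vs ADP-d2), ex 320 nm, em 590/665 nm; signal drops as ADP forms. Enzyme 25 nM, ATP 10 uM, 30 min at 37°C after 10 min compound preincubation.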
# Nrf2 inh = Nrf2 pathway inhibition. Potency, µM (top dose mostly 46 µM), for inactives: at the top dose activity change, negative = inhibition, hits mostly inhibitors. A549 ARE-Fluc reporter, luciferase luminescence, 18-24 h. 360,000 tested, 2.1% active. AID 504444; also: potency is read from the fitted curve at half-maximal effect; % is scaled to controls: 0 for no effect and ±100 for the full control effect; nearly all actives have a fitted effect of over 60% in size
#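 Nrf2 function is reported as luminescence of an ARE-controlled luciferase in A549 cells. Compounds were tested at several concentrations, and a CellTiter-Fluor read on the same wells flagged cytotoxicity.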
# Akt phos inh = blocks phosphorylation of Akt. 360,000 tested, 0.32% active. Neuro2A IGF-stimulated pAkt S473 HTRF, 20 min; active compounds read low. activity change, % for hits at 50 µM; in the data active = activity change below about -80%; inconclusive = mostly about -51% to -80%; also: % is scaled to controls: 0 for no effect and ±100 for the full control effect
#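 Neuro2A cells in DMEM with 0.5% FBS, overnight at 37 deg C, given compound at single 50 µM final, then IGF (6 nM final) for 20 min at 37 deg C. Lysed; phospho-Akt Ser473 by HTRF after 24 h, 665/615 ratio.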
# TGFb SMAD3 inh = blocks TGF-b signaling; 410,000 tested, 1.2% active; Potency, µM (titrated, usually from 46.1 µM), without a hit: top-dose activity, negative = inhibition, usual class: inhibitors; HepG2 CAGA-GFP TGF-b/SMAD3 reporter, GFP fluorescence, 18 h; TGF-beta stimulated, 500 pg/mL final; also: potency is read from the fitted curve at half-maximal effect; % is scaled to controls: 0 for no effect and ±100 for the full control effect; nearly all actives have a fitted effect of over 65% in size
#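 TGF-beta reporter screen: HEPG2 CAGA-GFP, 1% FBS, 500 pg/mL TGF-beta final, 18 h; per-cell GFP summed per well; curves fitted and categorized by class.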
# An asterisk follows results filed as active; i = inactive; ? = inconclusive; · = no result given; & = joins results of further samples; [ ] = remark or other dose. Unless noted, calls follow the shape of the dose curve; as a rule, active = well fitted curve in the direction sought with a large enough effect; inconclusive = small, poorly fitted or top-dose-only effect, or another doubt; inactive = no such curve, though single readings can be large; an effect the other way counts as inactive or inconclusive.
Structure	HepG2 viability	Nrf2 ARE act	MmCpn inh	Nrf2 inh	CCT chaperon mod	TGFb SMAD3 inh	Abeta yeast res	A549 tox	Akt phos inh
Cc1cccc(-c2cnc(C(O)c3ccc(F)c(C)c3)[nH]2)c1 (stereo unspecified)	-29%	-0.1%	·	·	-0.7	5%	-16%	·	i
COc1ccc(N(CC(=O)Nc2ccc(F)c(F)c2)S(=O)(=O)c2c(C)n[nH]c2C)cc1	-1%	3.9%	1%	15%	-1.1	-6%	8%	-2%	i
CC(C)C[C@H]1CN([C@@H](CC(C)C)CN2CCC[C@@H]2CN2C(=S)NC[C@@H]2Cc2ccc(O)cc2)C(=S)N1CCc1ccccc1	-20%	0.7%	·	·	0.8	10µM*	-2%	·	i
C=CCNC(=O)c1nn2cccnc2c1Cl	-26%	-0.6%	0%	·	-0.4	-2%	8%	-1%	i
COc1ccccc1NC(=O)c1ccc(CN2C(=O)C(C)=C(c3ccc(C)c(C)c3)S2(=O)=O)cc1	-18%	-0.6%	·	-9%	·	3%	10%	11%	·
NC(=O)C1CC2(C1)CC(C(N)=O)C2 (stereo unspecified)	-3%	-0.4%	·	0%	-3.1	-2%	-4%	7%	i
COc1ccc(Nc2ncnc3c2nc2n3CCCC2)cc1Cl	-52%	-0.2%	·	?	·	?	7%	-2%	·
CCCN1C(=O)CC(C(=O)OC)=C1C	0%	-0.2%	2%	0%	-1.7	0%	5%	6%	i
CCOC(=O)c1oc2cc(O)c(CC)cc2c(=O)c1-c1cscn1	-6%	5.8%	-3%	9%	1.3	-5%	6%	0%	i
O=C(NCCNS(=O)(=O)c1cccc(C(F)(F)F)c1)c1cc(OCC(F)(F)F)ccc1OCC(F)(F)F	-10%	-0.2%	0%	?	2.0	2%	-1%	-2%	i
CCn1c(CNc2ccc(Cl)cc2)nnc1SCCN1CCCCC1	-19%	2.2%	1%	1%	-5.3	0%	1%	-3%	i
c1ccc(N=NC2=NN(c3ccccc3)CS2)cc1	-53%	8.9µM*	·	·	2.3	?	-10%	·	i
CC(C)OCCCNC(=O)c1cn(C)c2ccc(S(=O)(=O)N(C)C3CCCCC3)cc2c1=O	-12%&-14%	-1.0%&-0.1%	2%	0%&-5%	-0.7	-21%&-5%	-11%&-8%	3%&-8%	·
CCn1cc(C(=O)N(C)c2ccc(C(C)C)cc2)c2cc(OC)c(OC)cc2c1=O	-18%	4.8%	·	6%[9.27 µM]	·	-10%	-15%	-13%	·
CC(C)(C)C(=O)Nc1ccccc1C(=O)Nc1ccccn1	-4%	2.9%	0%	?	1.1	-1%	-6%	9%	i

Structure	HepG2 viability	Nrf2 ARE act	MmCpn inh	Nrf2 inh	CCT chaperon mod	TGFb SMAD3 inh	Abeta yeast res	A549 tox	Akt phos inh
COc1ccc(/C=C2\SC(=O)N(CC(=O)Nc3ccc(O)cc3)C2=O)cc1OC	1%	-0.3%	?	6%	-4.7	0%	-3%	-6%	i
COc1cccc(N(CC(=O)N2CCN(C)CC2)S(=O)(=O)c2ccc(C)cc2)c1	2%	0.4%	-3%	9%	-0.9	-12%	37%	?	i
O=C(Cn1c(NCCO)nc2ccccc21)c1ccc(Cl)cc1	-1%	0.5%	-1%	-17%	0.3	0%	23%	-5%	i
COc1cccc(C(=O)N(Cc2nc(-c3cccc(C)c3)no2)C(C)C)c1OC	-3%	0.4%	-3%	·	-0.7	-2%	-2%	3%	i
COC(=O)c1ccc(Cn2nnc3ccccc32)cc1	-6%	0.6%	0%	0%	-0.9	2%	-11%	5%	i
COc1ccc(NC(=O)CCN2CCN(S(=O)(=O)c3ccc(C(C)C)cc3)CC2)cc1	5%	2.4%	-3%	?	3.2	?	14%	-15%	i
COc1ccc(NC(=O)N2CCOCC2)cc1	-7%	2.2%	-2%	1%	-2.1	-17%	0%	13%	i
COc1ccc(-c2nnc(SCc3csc(N)n3)n2C)cc1	10%	0.0%	-8%	·	-0.5	7%	3%	-2%	i
Cc1nc(NC(=O)c2csc3ccccc23)sc1C	-25%	8.7%	-1%	?	-0.4	-9%	-4%	3%	i
COc1cc(NC(=O)CSc2ccc(-c3sc(-c4ccccc4)nc3C)nn2)cc(OC)c1	-1%	7.1%	·	16%	·	2%	12%	0%	·
CCCN(CC(=O)Nc1ccccc1C)C(=O)CCCNC(=O)c1ccc(Cl)cc1	-25%	-0.2%	0%	-8%	-0.4	0%	9%	-1%	i
CNS(=O)(=O)c1cc(N)ccc1C	-26%	4.8%	-3%	-12%	0.5	2%	-15%	-1%	i
CN(C)S(=O)(=O)NC(=O)C1=C(N2CCCC2)COC1=O	-1%	-0.7%	-1%	2%	0.8	5%	-18%	0%	i
CC(C)Oc1ccc(/C=N/NC(=O)c2nnn(-c3nonc3N)c2CN(C)C2CCCCC2)cc1	11%	0.3%	0%	-24%	-0.2	-1%	14%	0%	i
Clc1ccccc1Cn1nc(-c2ccccc2)nc1-c1ccccc1	1%	0.3%	1%	3%	-0.8	-15%	1%	13%	i

# Reprinted from the entries so far, 3 compounds:
Structure	HepG2 viability	Nrf2 ARE act	MmCpn inh	Nrf2 inh	CCT chaperon mod	TGFb SMAD3 inh	Abeta yeast res	A549 tox	Akt phos inh
O=C(Cn1c(NCCO)nc2ccccc21)c1ccc(Cl)cc1	-1%	0.5%	-1%	-17%	0.3	0%	23%	-5%	i
COc1cccc(C(=O)N(Cc2nc(-c3cccc(C)c3)no2)C(C)C)c1OC	-3%	0.4%	-3%	·	-0.7	-2%	-2%	3%	i
COC(=O)c1ccc(Cn2nnc3ccccc32)cc1	-6%	0.6%	0%	0%	-0.9	2%	-11%	5%	i

# The listing continues.
Structure	HepG2 viability	Nrf2 ARE act	MmCpn inh	Nrf2 inh	CCT chaperon mod	TGFb SMAD3 inh	Abeta yeast res	A549 tox	Akt phos inh
O=C(COc1ncnc2ccccc12)NC1CCCC1	-7%	-0.2%	2%	21%	2.1	-9%	-11%	9%	i
CC1CCCC(C)N1C(=O)CN1C(=O)NC2(CCCCCC2)C1=O (stereo unspecified)	-4%	-0.5%	·	·	-1.1	-2%	4%	·	i
O=C(NCCc1ccc(Cl)cc1)C1CCCN1C(=O)Nc1ccc(F)cc1 (stereo unspecified)	-5%	-0.1%	4%	11%	1.2	-17%	15%	-3%	i
O=C(NCCC1=CCCCC1)C(=O)NCc1ccccc1Cl	-6%	0.1%	1%	·	-0.2	2%	5%	0%	i
COc1ccc(NC(=O)C2CC(=O)N(C(C)C)C2)cc1 (stereo unspecified)	8%	0.1%	2%	18%	-3.4	17%	20%	2%	i
CCOc1ccccc1N1CCN(S(=O)(=O)c2ccc(Cl)s2)CC1	-24%	0.4%	-3%	-7%	-2.8	?	-3%	4%	i
O=C(NCCc1ccccc1)c1cc(Sc2cccc(Cl)c2)nc2ccccc12	-11%	0.2%	·	·	·	-5%	-2%	12%	·
COc1cc(/C=N/Nc2nncc3ccccc23)cc(OC)c1OC	-53%	4.0%	0%	?	0.5	28%	-10%	-9%	i
CC(C)(C)C(=O)NC1=NN(c2c(Cl)cc(Cl)cc2Cl)C(=O)C1	-10%	-0.1%	2%	-12%	-2.6	-5%	8%	-2%	i
COc1ccc(Cc2nc3ccc(C(=O)N(C)CC4COCCO4)cc3o2)cc1 (stereo unspecified)	-6%	-0.5%	3%	17%	-1.0	2%	2%	7%	i
O=C(COc1ccc2ccccc2c1)NCC(=O)N/N=C/c1ccco1	-28%	-0.2%	1%	-6%	-2.5	2%	11%	-11%	i
CCCCOCC1CN(c2ccccc2)C(=O)CS1 (stereo unspecified)	-2%	0.2%	-3%	1%	0.8	-2%	8%	-3%	i
O=C(NCc1ccccc1Cl)C1CCCN(c2ncnc3onc(-c4ccc(F)cc4)c23)C1 (stereo unspecified)	-28%	5.0%	·	8%	·	-22%	3%	2%	·
Clc1cccc(N/N=C(\Cc2nc3ccccc3[nH]2)c2ccccc2)c1	-90%	10%	1%	-8%	-0.3	?	-57%[inhibitor]	-18%	i
COc1ccc(CCNC(=O)CN2C(=O)C3(OCCCO3)c3ccccc32)cc1OC	11%	0.3%	0%	3%	0.0	12%	9%	2%	-90%*

Structure	HepG2 viability	Nrf2 ARE act	MmCpn inh	Nrf2 inh	CCT chaperon mod	TGFb SMAD3 inh	Abeta yeast res	A549 tox	Akt phos inh
C#CC[N+](CC)(CC)CC#Cc1ccccc1	-14%	0.1%	-2%	?	-3.4	4%	-4%	-2%	i
CCOC(=O)[C@]12CCC=C1N(Cc1ccco1)C(=O)[C@H](CC(=O)N1CCN(C(=O)c3ccco3)CC1)C2	·	0.6%	·	·	0.0	·	-6%	·	i
CCCCN(C)CCNC(=O)c1ccc2c(c1)NC(=O)C(N1CCCCC1)S2 (stereo unspecified)	-18%	1.8%	1%	-8%	-3.5	8%	-3%	7%	i
COc1ccc(NC(=O)C2CCCO2)c(OC)c1 (stereo unspecified)	-1%	-0.9%	0%	1%	-1.1	4%	-10%	2%	i
CCCCCCCNC(=O)C1CC(=O)N(C)C(=Nc2ccc(OC)cc2)S1 (stereo unspecified)	5%	-0.7%	-2%	-19%	-0.8	-7%	10%	-1%	i
COc1ccc(CNC(=O)c2cccc3c(-c4cccc(C(N)=O)c4)coc23)cc1OC	-31%	0.9%[9.22 µM]	·	·	-0.6	-8%	14%	·	i
O=S(=O)(NCCSc1ccccn1)c1ccc(Cl)cc1	-13%	-1.9%	-5%	-9%	-0.9	-2%	?	0%	i
COc1ccc(CNC(=O)C2CCN(C(=O)c3csc(Nc4ccc(C)cc4)n3)CC2)cc1	-32%	3.0%	-6%	?	-3.1	2%	-8%	?	i
